mHtt clearance: mutant huntingtin protein clearance; 0.42% of 47,000 active; inhibition, % at 1.5 µM; HeLa Exon1htt(103Q)mCFP, aggregate imaging; zero = plate's median compound well;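 active = inhibition of aggregate fluorescence above about 70%, also judged a hit by eye on the cell image, limit read from the data, passing the limit was not always enough; inconclusive = no rule stated for this call; inactive = not judged a hit on image review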;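 also: cells exposed to compound for three days before fixation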
mHtt clearance grain fraction: further read-out of mHtt clearance, marked with its call; fraction fluorescence in grains; measured here: aggregate grain fluorescence fraction; stronger effect = lower value;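 scaled fraction of total cell fluorescence in grains with unit not stated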
Numbers without * were called inactive; ? = inconclusive; nt = not tested or not shown. A portion of the library; rates above refer to the full screens.

SMILES | mHtt clearance | mHtt clearance grain fraction
COC(=O)c1cccc(Cn2nnc3ccccc3c2=O)c1 | -27 | 24
CCOC(=O)N1CCC(NC(=O)c2cc3c(-c4ccc(Cl)cc4)nn(C)c3s2)CC1 | 34 | 21
CCN(CC)CCN1C(=O)C(=O)/C(=C(/O)c2cnn(-c3ccccc3)c2C)C1c1ccc(C)o1 (stereo unspecified) | 0 | 40
COC(=O)c1ccccc1NC(=O)C1CCCC1 | 40 | 12
O=C1CC(c2nc3ccccc3[nH]2)CN1c1ccccc1 (stereo unspecified) | -68 | 34
COc1ccccc1NC(=O)c1ccc2nc(N3C(=O)CCC3=O)sc2c1 | 20 | 17
CC(=O)Oc1cccc(N2C(=O)CC(Nc3ccc(N4CCOCC4)cc3)C2=O)c1 (stereo unspecified) | 47 | 11
CCOc1ccc(C(=O)NCCCn2ccnc2)cc1 | -6 | 20
COc1ccc(CCn2c(C)ccc2C)cc1OC | 10 | 17
Cc1ccc(-c2noc(CSc3nnc(-c4ccncc4)n3-c3ccc(C)cc3)n2)cc1 | 31 | 26
Cc1cc(C)nc(NS(=O)(=O)c2ccc(NC(=O)NC3CCCCC3)cc2)n1 | -23 | 26
Cc1ccc(C)c(OCC(=O)O/N=C(\N)c2ccccn2)c1 | 46 | 20
CCS(=O)(=O)N1CCCC(C(=O)NCCCOC(C)C)C1 (stereo unspecified) | 8 | 40
CCOc1ccccc1N1CCN(C(=O)C2c3ccccc3Oc3ccccc32)CC1 | 39 | 27
COC(=O)c1cccc(N2C(=O)c3ccccc3S2(=O)=O)c1 | -1 | 22
Cc1ccc(-n2nnnc2SCC(=O)N2CCN(C(=O)c3ccco3)CC2)c(C)c1 | 52 | 18
COc1ccc(C2c3sc(=O)[nH]c3SC3C4CCC(C4)C23)cc1OC (stereo unspecified) | 14 | 16
O=C(COc1ncnc2ccccc12)NC(=O)NCc1ccccc1 | -19 | 37
Cc1cccc2nc(CNc3ccc(F)cc3)cn12 | 27 | 12
CC(C)(C)C(=O)[C@@H]1[C@@H]2C(=O)N(Cc3ccccc3)C(=O)[C@@H]2[C@H]2c3ccccc3C=CN12 | -3 | 22
CCCCS(=O)(=O)Nc1ccc2c(c1)ncn2C1CCCCC1 | 11 | 33
O=C(CSc1nnc(-c2cccs2)o1)N1CCc2ccccc21 | -28 | 47
Cc1ccc(-n2nc3c(c2NC(=O)c2c(-c4ccccc4Cl)noc2C)CSC3)cc1 | -17 | 43
CC(=O)Nc1ccc(S(=O)(=O)Nc2cccc(C(=O)NC(C)(C)C)c2)cc1 | 12 | 18
O=C(NCc1cccs1)c1csc2ccccc12 | -11 | 19
NC(=O)CCn1c(=O)oc2ccccc21 | 14 | 17
Cc1nc2sc(C(c3ccccc3)N3CCC(O)CC3)c(O)n2n1 (stereo unspecified) | -42 | 48
O=C(O)CCC(=O)OCC1CCCCC1 | ? | nt
O=C(O)CS(=O)(=O)CC(=O)O | -37 | 29
Cc1ccccc1OCC(=O)Nc1cccc(N(C)S(C)(=O)=O)c1 | -17 | 19
Cn1c(C(=O)Nc2ccc3c(c2)OCO3)cc2sccc21 | 15 | 29
CS(=O)(=O)N1CCN(c2nc(-c3ccccc3)cs2)CC1 | -55 | 34
CCOC(=O)CSc1nc2ccc(NC(C)=O)cc2s1 | -9 | 40
CS(=O)(=O)N(CC(=O)N1CCC(C(N)=O)CC1)C1CCCCC1 | 4 | 33
Cc1cc2ncn(N)c2cc1C | -7 | 19
Cn1c(=O)c2ncn(CC(=O)Nc3cc(C(F)(F)F)ccc3N3CCOCC3)c2n(C)c1=O | 8 | 18
CN1CCCCCC1=NC1=C(C#N)CCCC1 | -5 | 32
Cn1c(Br)nc2c1c(=O)n(CC(O)COc1ccccc1)c(=O)n2C (stereo unspecified) | -8 | 41
CCOC(=O)N1CCN(C(=O)c2ccc3c(c2)N(Cc2ccc(C)cc2)CCS3)CC1 | -76 | 37
COc1ccc(-c2cnc(N)nc2-c2ccc(OC)cc2O)cc1 | 18 | 33

Profiles, looked up by structure.
Results for CCOc1ccc(C(=O)NCCCn2ccnc2)cc1 → mHtt clearance: -6; mHtt clearance grain fraction: 20
Results for Cc1ccc(C)c(OCC(=O)O/N=C(\N)c2ccccn2)c1 → mHtt clearance: 46; mHtt clearance grain fraction: 20
Results for COc1ccccc1NC(=O)c1ccc2nc(N3C(=O)CCC3=O)sc2c1 → mHtt clearance: 20; mHtt clearance grain fraction: 17

More structures.
SMILES | mHtt clearance | mHtt clearance grain fraction
CC(O)CNC(=O)C1CCN(Cc2ccc(OCc3ccccc3)cc2)CC1 (stereo unspecified) | -4 | 35
Cc1ccc2c(c1)CCCN2C(=O)c1cccs1 | -13 | 22
COc1cc(OC)c(OC)cc1CNCCNC(=O)c1nonc1N | -6 | 45
COc1ccc(NC(=O)CSc2nc3sc(C)c(C)c3c(=O)n2Cc2ccco2)cc1 | 0 | 34
COc1cc(/C=N/N2C(=O)CSC2=S)ccc1O | -28 | 26
Cc1nc2ccccn2c1-c1csc(NCc2ccco2)n1 | 7 | 17
COC(=O)c1sccc1-c1ccc(/C=N/OCc2c(Cl)cccc2Cl)o1 | -18 | 44
CCN(CC)C(=O)CN1CCC(n2c(C)nc3cc(C(F)(F)F)ccc32)CC1 | 54 | 10
C=CCOc1ccc(C2/C(=C(\O)c3c(C)[nH]c(C(=O)OC)c3C)C(=O)C(=O)N2CCN(C)C)cc1 (stereo unspecified) | -68 | 33
Cc1cccc(-n2c(SCCC(=O)O)nnc2-c2cccs2)c1C | 17 | 32
CCCc1nnc(SCC(=O)N2CCCC(C)C2)n1CC1CCCO1 (stereo unspecified) | -30 | 57
CS(=O)(=O)N(CCc1ccccc1)CC(=O)N1CCN(Cc2ccccc2)CC1 | 24 | 13
CCOc1ccc(N2C(=O)/C(=C/c3cccs3)N(CC(=O)OC)C2=S)cc1 | 7 | 36
O=C(CN1CCCN(S(=O)(=O)c2ccc(Br)cc2)CC1)Nc1ccc2cn[nH]c2c1 | -17 | 19
CCN(C#N)c1nc(N(C)C)nc(N(C)C)n1 | 0 | 18
CC(C)n1nnnc1SCC(=O)c1ccc2c(c1)OCCO2 | 13 | 35
Cc1cccc(N2CCN(C(=O)c3ccc(NS(=O)(=O)c4c(C)noc4C)cc3)CC2)c1C | -28 | 24
CCS(=O)(=O)N1CCCC(C(=O)NCCCN(C)Cc2ccccc2)C1 (stereo unspecified) | -13 | 24
O=C(NCCCCNC(=O)c1ccco1)c1ccco1 | -17 | 21
C=CCC(NCc1ccco1)c1ccc(OC)cc1 (stereo unspecified) | -56 | 62
CCN(CC)CCNC(=O)Cn1nc(Cc2ccccc2)c2ccccc2c1=O | 28 | 29
O=C(O)CC(Cc1ccccc1)c1ccc2c(c1)OCO2 (stereo unspecified) | 17 | 32
Cc1cccc(-c2c3c(=O)n(C)c(=O)n(C)c3cn2C2CCCCC2)c1 | -6 | 40
NC(=O)c1c(NC(=O)C2CCCO2)sc2c1CCC2 (stereo unspecified) | 18 | 13
Cc1cc(NC(=O)c2cc3n(n2)C(C(F)(F)F)CC(c2ccco2)N3)no1 (stereo unspecified) | -39 | 51
CCOc1ccc2nc3c(cc2c1)CN(CCOC)C(=NCCOC)S3 | 35 | 25
O=C(CC1Oc2ccccc2NC1=O)NCCCN1CCN(Cc2ccccc2)CC1 (stereo unspecified) | 0 | 45
O=C(C1CCCN(S(=O)(=O)c2cnc[nH]2)C1)N1CC(=O)N(CCc2ccccc2)C(=O)C1 (stereo unspecified) | 20 | 25
Cc1n[nH]c(C)c1S(=O)(=O)N1CCN(C(=O)c2ccco2)CC1 | 1 | 32
Cn1nnc2cc(C(=O)NC3CCCCC3)ccc21 | -1 | 16
CCCNC(=O)CSc1nc(-c2cccs2)cc(C(F)(F)F)n1 | -29 | 52
CC(C)C(=O)Nc1cccc(C(=O)Nc2nccs2)c1 | -22 | 26
CN1CCN(Cc2cc(=O)oc3ccc(Cl)cc23)CC1 | 19 | 17
O=C(Oc1ccccc1OC(=O)N1CCOCC1)N1CCOCC1 | -57 | 32
Nc1nc(CSc2ncccn2)nc(Nc2ccccc2)n1 | -19 | 38
N#CC1=C(N)NC(SCc2ccc(Br)cc2)=C(C#N)C12CCCCC2 | 22 | 15
Cc1ccc(OCC(=O)NCc2ccccn2)c(Br)c1 | -73 | 52
Fc1ccc(NC(=S)NN=C2CCCCCC2)cc1 | 30 | 30
CCN(CC)CCCNC(=O)C1CCC(=O)N(c2ccc(OC)cc2)C1c1ccc(F)cc1 (stereo unspecified) | 3 | 36
CCOC(=O)c1cc(=O)n(Cc2ccccc2C)c2ccccc12 | 42 | 9.2

Part of the list above, as tab-separated lines.
SMILES	mHtt clearance	mHtt clearance grain fraction
Nc1nc(CSc2ncccn2)nc(Nc2ccccc2)n1	-19	38
O=C(NCc1cccs1)c1csc2ccccc12	-11	19
CCOC(=O)N1CCC(NC(=O)c2cc3c(-c4ccc(Cl)cc4)nn(C)c3s2)CC1	34	21
COc1cc(OC)c(OC)cc1CNCCNC(=O)c1nonc1N	-6	45
CCCNC(=O)CSc1nc(-c2cccs2)cc(C(F)(F)F)n1	-29	52

Next part:
SMILES | mHtt clearance | mHtt clearance grain fraction
COC(=O)C1=C(C)C(c2cccs2)NC(=O)N1C (stereo unspecified) | 12 | 15
Cc1c(N2C(=O)c3ccc(Br)cc3C2=O)c(=O)n(-c2ccccc2)n1C | 21 | 32
Cc1oc2ccc(O)c(CN3CCOCC3)c2c1C(C)O (stereo unspecified) | 1 | 18
Cc1ccc(S(=O)(=O)NC2=C(N3CCN(c4ccccc4F)CC3)C(=O)c3ccccc3C2=O)cc1 | -20 | 35
COc1ccc(OC)c(N2Cc3cc(C)c(C)cc3C2)c1 | -84 | 36
Cc1cccc(-n2c(Cn3nc(C)c([N+](=O)[O-])c3C)n[nH]c2=S)c1 | 25 | 29
CC(C)C(=O)N1CCN(C2=NS(=O)(=O)c3ccccc32)CC1 | -57 | 31
Cc1nc2ccccc2c2oc(C(=O)Nc3ccc4c(c3)OCCO4)cc12 | -132 | 121
CCOC(=O)c1ccccc1N/C=C1\CCCCC1=O | -17 | 45
CC(=O)C1=C(O)C(=O)N(CCN(C)C)C1c1ccc(Cl)cc1 (stereo unspecified) | 26 | 15
CCCNC(=O)C(=O)Nc1ccc(N(C)C)cc1 | 4 | 17
CCC(=O)Nc1nc2ccccc2n1CCN(C)C | -31 | 45
O=C(O)c1cscn1 | 36 | 20
O=C(CNS(=O)(=O)c1ccc(Br)s1)NCC1COc2ccccc2O1 (stereo unspecified) | -5 | 43
N#CCCn1nc(-c2ccccc2)cc1-n1c(C(F)(F)F)nc2ccccc21 | 18 | 30
COc1cccc(C2=NOC(C(=O)NC(C)C)C2)c1 (stereo unspecified) | 1 | 36
CC(C)NC(=O)c1ccccc1-c1nc(-c2ccccc2Cl)no1 | -42 | 48
COCCn1c(-c2ccc(Cl)cc2)cnc1SCC(=O)NCc1cccs1 | 56 | 9.7
CCOc1ccc(Nc2nc(Cc3nnc(SCC(=O)NCC4CCCO4)n3C)cs2)cc1 (stereo unspecified) | 13 | 16
Cc1ccc(S(=O)(=O)Cc2ccc(C(=O)NCCCN3CCCC3=O)o2)cc1 | -52 | 46

Taken from above.
Under mHtt clearance, Cc1cccc(-n2c(Cn3nc(C)c([N+](=O)[O-])c3C)n[nH]c2=S)c1 is entered as 25
Under mHtt clearance grain fraction, Cc1oc2ccc(O)c(CN3CCOCC3)c2c1C(C)O (stereo unspecified) is entered as 18

Following part.
SMILES | mHtt clearance | mHtt clearance grain fraction
COC(=O)c1cc2nc(-c3ccc(OC)cc3)cc(C(F)(F)F)n2n1 | 44 | 21
O=C1/C(=C\Nc2ccc(Cl)cc2)CCN1c1ncccn1 | 19 | 24
CSc1ccccc1NC(=O)CSCc1ccccc1Br | -33 | 40
CCOC(=O)N1CCN(C(=O)c2ccc3nc(C)sc3c2)CC1 | -35 | 24
CCCNC(=O)Cn1cnc2sc(C(=O)Nc3cc(OC)c(OC)c(OC)c3)c(C)c2c1=O | -31 | 40
COc1ccc(CN2C(=O)[C@@H]3C(c4ccc(F)cc4)=NO[C@@H]3C2=O)cc1 | 33 | 11
COc1cc(OC)c(-c2nc3cnccc3n2C)cc1OC | 11 | 16
CCN(CC)C(=O)C(C)OC(=O)COc1ccc(Cl)cc1C (stereo unspecified) | 17 | 33
CCOC(=O)c1ccc(N2C(=O)C3C(C2=O)C(C(=O)c2ccc(Cl)cc2)N2CCCC32)cc1 (stereo unspecified) | -181 | 58
Cc1cc(C)cc(Nc2ncc3c(n2)CCCC3=O)c1 | 28 | 26
Cc1nc2sc3c(c2c(=O)o1)CCCC3 | 12 | 32
Cc1ccc(SCCNS(C)(=O)=O)cc1 | 3 | 18
O=C1C2CCCN2C(c2cccc(F)c2)N1c1cccc(Cl)c1 (stereo unspecified) | -120 | 99
O=C(Nc1ccc2c(c1)OCCO2)c1ccc(CN2CCOCC2)cc1 | -61 | 36
CCOC(=O)Cn1c(CN2CCN(c3cccc(Cl)c3)CC2)nc2c1c(=O)[nH]c(=O)n2C | 27 | 23
CC(=O)NC1C(=O)N=C(SCC(=O)NCc2ccccc2)NC1=O (stereo unspecified) | -35 | 25
Cc1ccc(C2C(C#N)=C(N)Oc3cc4c(cc32)OCO4)cc1 (stereo unspecified) | -18 | 24
COc1ccc(S(=O)(=O)N2CCC(C(=O)N3CCOCC3)CC2)cc1OC | 5 | 36
Cc1cccc(C)c1N1C(=O)C2ON(c3ccccc3)C(c3ccncc3)C2C1=O (stereo unspecified) | -8 | 37
CCC(C)C1C(C#N)=C(N)Oc2n[nH]c(C)c21 (stereo unspecified) | 2 | 40
Cc1noc(C)c1CSc1ncnc2sc(C)c(C)c12 | -29 | 47
N#Cc1c(SCc2ccc(Cl)cc2)sc(C(=O)c2ccccc2)c1N | -22 | 51
Cc1ccc(CC(=O)Nc2nc3c(s2)CCCC3)cc1 | -15 | 27

Screening results deposited in PubChem BioAssay by Columbia University Molecular Screening Center.
